ALOX12 inhib – inhibitors of human 12-lipoxygenase (ALOX12); AID 1452; Potency, µM (highest dose often 57.1 µM), for inactives: top-dose activity change, negative = inhibition, hits mostly inhibitors; P18054; purified 12-hLO, xylenol orange hydroperoxide absorbance; hit rate 0.12% among 150,000; also: potency is read from the fitted curve at half-maximal effect; nearly all actives have a fitted effect of over 55% in size; many of its hits are not listed in these tables
Target sequence (P18054 whole entry, looked up): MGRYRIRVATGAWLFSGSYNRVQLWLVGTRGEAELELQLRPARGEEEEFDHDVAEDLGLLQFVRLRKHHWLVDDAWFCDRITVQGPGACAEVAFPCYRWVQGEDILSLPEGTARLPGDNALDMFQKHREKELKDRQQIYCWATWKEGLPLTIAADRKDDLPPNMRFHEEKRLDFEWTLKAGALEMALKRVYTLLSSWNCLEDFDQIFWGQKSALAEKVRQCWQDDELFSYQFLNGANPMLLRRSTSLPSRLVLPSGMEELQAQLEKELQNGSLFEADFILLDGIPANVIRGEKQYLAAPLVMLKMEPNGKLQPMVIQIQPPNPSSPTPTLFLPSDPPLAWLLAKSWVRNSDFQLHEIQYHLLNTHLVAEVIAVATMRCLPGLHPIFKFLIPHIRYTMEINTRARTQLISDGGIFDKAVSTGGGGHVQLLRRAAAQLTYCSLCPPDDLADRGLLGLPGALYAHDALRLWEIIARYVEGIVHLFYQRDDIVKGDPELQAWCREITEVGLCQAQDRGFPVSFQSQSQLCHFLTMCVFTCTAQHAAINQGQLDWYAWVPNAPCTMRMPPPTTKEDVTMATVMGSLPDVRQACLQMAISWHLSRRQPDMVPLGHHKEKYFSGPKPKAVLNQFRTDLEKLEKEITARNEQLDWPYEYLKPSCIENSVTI
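Hydroperoxide output read as Fe(III)-xylenol orange absorbance, 573-to-405 nm ratio, after 30 min reaction with 40 uM arachidonic acid. Enzyme: 150 nM purified human 12hLO, 15 min compound preincubation; 25 mM Hepes pH 7.0, room temperature.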
ALOX15B inhib – blocks human 15-lipoxygenase 2 activity; hit rate 0.56% among 110,000; Potency, µM (doses to about 57.1 µM), inactives show top-dose activity change, negative = inhibition, usual class: inhibitors; purified 15hLO-2, xylenol orange hydroperoxide absorbance; O15296; AID 881; also: potency is read from the fitted curve at half-maximal effect; nearly all actives have a fitted effect of over 60% in size; many of its hits are not listed in these tables
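Screening format was qHTS against 50 nM purified 15hLO-2 in Hepes pH 7.5 with detergent. Activity follows hydroperoxide formation from 45 uM arachidonic acid, measured as 573:405 nm absorbance ratio of the ferric-xylenol orange complex.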
PNC inhibitor – perinucleolar compartment assembly inhibition | hit rate 3.1% among 140,000 | PC3M PTB-GFP, PNC prevalence imaging, 16 h; active compounds read low | activity change (PNC), negative = inhibition, % at 10 µM;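 active = readout at or below -70, meaning at least 70% loss of cells showing the perinucleolar compartment, a nuclear body marking cancer cells; inconclusive = readout between -30 and a set limit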;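 also: plate controls were DMSO wells for no effect and camptothecin positive control wells for full effect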
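PC3M cells stably expressing PTB-GFP, 750–1000 cells/well, treated 16 h at 37 °C with compound (23 nl of library stock), in duplicate. After paraformaldehyde fixation and Hoechst stain, imaged at 20x; PNC prevalence scored by image analysis.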
IMPase inh – IMPase inhibition in cells; inhibition (IP1 accumulation), % at 46.1 µM; AID 901; 120,000 tested, under 10 active; CHO-M1 cells, IP1 accumulation, HTRF TR-FRET ratio; active = well fitted curve in the direction sought with a large enough effect in the signal ratio, not every such curve was filed as active; inconclusive = small, poorly fitted or top-dose-only effect, or a change in a side signal; inactive = no such curve, though single readings can be large or run the other way; the % refers to the signal ratio;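 also: cells stimulated with carbachol in lithium chloride buffer; plate controls were DMSO basal wells for no effect and reference inhibitor wells for full effect; higher means more IMPase inhibition seen as more IP1 and lower FRET ratio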
Target sequence (P97697 whole entry, looked up): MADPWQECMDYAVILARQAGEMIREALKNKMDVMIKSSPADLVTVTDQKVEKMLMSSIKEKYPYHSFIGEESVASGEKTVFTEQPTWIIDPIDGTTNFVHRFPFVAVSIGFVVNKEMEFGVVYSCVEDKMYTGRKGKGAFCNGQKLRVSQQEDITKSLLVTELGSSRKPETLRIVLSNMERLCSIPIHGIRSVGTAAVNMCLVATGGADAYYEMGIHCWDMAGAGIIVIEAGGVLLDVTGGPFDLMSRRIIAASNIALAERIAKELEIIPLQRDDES
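In this qHTS, compounds (final up to 46 uM) act on CHO-M1 cells that are then activated through the M1 receptor with carbachol, in pH 7.4 buffer containing 50 mM LiCl, for 30 min. IP1 accumulation is quantified by the IP-One immunoassay.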
Numbers without * were called inactive; ? = inconclusive; nt = not tested or not shown; [ ] = dose if it differs, or a comment. Unless noted, calls follow the shape of the dose curve; as a rule, active = well fitted curve in the direction sought with a large enough effect; inconclusive = small, poorly fitted or top-dose-only effect, or another doubt; inactive = no such curve, though single readings can be large; an effect the other way counts as inactive or inconclusive. Unless noted, % is scaled to controls: 0 for no effect and ±100 for the full control effect.

SMILES	ALOX12 inhib	ALOX15B inhib	PNC inhibitor	IMPase inh
CN(C)c1ccc(P(=O)(Nc2ccc([N+](=O)[O-])cc2)N2CCOCC2)c(NC(=O)c2cccs2)c1 (stereo not given)	-2%	nt	-80*	1
COC(=O)CNC(=O)Cc1c(F)cccc1Cl	2%	-5%	28	13
O=C(c1cccs1)N1CCN=C1SCc1cccnc1	-1%	10%	-21	1
O=C(CSc1ccccn1)N1CCN(C(=O)CSc2ccccn2)CC1	0%	-5%	?	17
CCOC(=O)c1cnc(-c2ccccc2)nc1Oc1cccc(Cl)c1	2%	-1%	-24	1
O=C(COC(=O)c1ccc(S(=O)(=O)N2CCOCC2)cc1)NC1CCCCCC1	-8%	-4%	?	2
COc1ccc(C(C(=O)NC2CCCCC2)N(C(=O)CCl)c2ccc(Cl)cc2)cc1 (stereo not given)	-3%	nt	-3	nt
CSc1ncccc1C(=O)Nc1nc2ccc(Oc3ccccc3)cc2s1	-3%	nt	-14	nt
Cc1cnc(NC(=O)CN(C)S(=O)(=O)c2ccc(Cl)cc2)s1	-4%	-10%	16	7
CC(=O)Nc1c(C(=O)O)oc2ccc(Cl)cc12	-4%	-6%	?	0
COc1ccc(C(C(C(=O)c2cccs2)N2CCOCC2)N2CCOCC2)cc1OC (stereo not given)	-4%	-11%	-4	-2
COc1ccc2c(=O)cc(C(F)(F)C(F)(F)F)oc2c1	-2%	0%	18	14
Cc1cccc(NCc2ccccc2O)c1	0%	-7%	6	6
COc1cc2c(cc1OC)CN(Cc1nc3ccsc3c(=O)[nH]1)CC2	11%	11%	-83*	-4
CC1CCN(CCCNC(=O)c2cc3sccc3n2C)CC1	-2%	7%	-26	7
CS(=O)(=O)N(CC(=O)N1CCCCCC1)c1ccccc1	-2%	3%	24	2
CCOC(=O)N1CCN(C(=O)c2ccc(Cn3c(=S)[nH]c4cc5c(cc4c3=O)OCO5)cc2)CC1	0%	nt	?	-5
NC(=O)c1ccc(N2CCCCC2)c(N2C(=O)C3C4C=CC(C4)C3C2=O)c1 (stereo not given)	4%	-2%	-20	1
CCN1CCN(C(=O)N[C@@H](C(=O)N[C@@H]2C(=O)N3[C@@H]2SC(C)(C)[C@@H]3C(=O)O)c2ccccc2)C(=O)C1=O	-1%	nt	-4	nt
O=S1(=O)N=C(N2CCN(c3ccc(F)cc3)CC2)c2ccccc21	6%	1%	25	-3
CC1(C)SC(=S)N(NC(=O)Nc2ccccc2)C1N(O)C(=O)Nc1cccc2ccccc12 (stereo not given)	2%	nt	?	nt
COc1cc(CNn2nnnc2N)cc(Br)c1OCC(=O)NC(C)(C)C	-2%	-2%	8	-1
Cc1ccc(-c2csc(NC(=S)NC(=O)/C=C/c3ccco3)n2)cc1	-6%	-7%	7	4
CCN1CCCC1CNCc1cccc(OC)c1OCc1ccccc1 (stereo not given)	1%	nt	7	nt
CCCOP(=O)(OCCC)C(Nc1cccc(C(F)(F)F)c1)c1ccc(C)cc1 (stereo not given)	-21%	-1%	-18	2

3 neighbouring compounds already listed:
SMILES	ALOX12 inhib	ALOX15B inhib	PNC inhibitor	IMPase inh
CN(C)c1ccc(P(=O)(Nc2ccc([N+](=O)[O-])cc2)N2CCOCC2)c(NC(=O)c2cccs2)c1 (stereo not given)	-2%	nt	-80*	1
COC(=O)CNC(=O)Cc1c(F)cccc1Cl	2%	-5%	28	13
O=C(c1cccs1)N1CCN=C1SCc1cccnc1	-1%	10%	-21	1

Further results.
SMILES	ALOX12 inhib	ALOX15B inhib	PNC inhibitor	IMPase inh
Cc1cc(C)c2cc(C(O)c3nnnn3Cc3ccccc3)c(=O)[nH]c2c1 (stereo not given)	-8%	-5%	-6	-15
Cn1c(=O)oc2cc(S(=O)(=O)N3CCCC(C(=O)N4CCn5c4nc4ccccc45)C3)ccc21 (stereo not given)	2%	nt	-29	-2
Cc1ccc(Cn2c(C(=O)O)cc3sccc32)cc1	0%	nt	15	nt
COCC(=O)n1nc(NCc2ccc(OC)cc2)nc1NCc1ccc(OC)cc1	2%	46%[activator]	29	-4
O=C(Nc1cc(C(F)(F)F)ccc1N1CCOCC1)c1cn2ccccc2n1	1%	-9%	-5	1
CCN(CC)S(=O)(=O)c1cc(-c2nnc(-c3ccc(Br)cc3)o2)ccc1Br	2%	nt	?	17
COC(=O)c1sc2ncn(-n3c(C)ccc3C)c(=O)c2c1C	-4%	2%	3	0
Fc1cccc(Cl)c1Cc1noc(/C=C/c2ccccc2)n1	-8%	7%	?	?
CCOc1ccccc1Nc1nc(N)nc(CSc2nccc(C)n2)n1	0%	-2%	39	1
CCCCOC(=O)n1c(=O)oc2ccccc21	1%	2%	-14	3
CCOC(=O)Cc1csc(NC(=O)c2c(O)c3ccccc3n(CC(C)C)c2=O)n1	0%	20%	14	8
Cc1ccc2c(c1)nnn2C1CCN(S(=O)(=O)c2ccc3ccccc3c2)CC1	-5%	nt	?	13
CC1CCc2c(sc(NC(=O)c3ccc(Cn4cc([N+](=O)[O-])cn4)o3)c2C#N)C1 (stereo not given)	-28%	-10%	-6	-2
CCOC(=O)Cn1c(=O)oc2cc(S(=O)(=O)NCC3CCCO3)ccc21 (stereo not given)	0%	-5%	10	-7
N#Cc1ccc(CSc2nnc(-c3ccccc3)n2Cc2ccco2)cc1	-6%	-6%	-25	?
Cc1nc2ccc(S(=O)(=O)NC(C(=O)N3CCC(C)CC3)C(C)C)cc2s1 (stereo not given)	4%	7%	30	-3
O=C(O)CCC(O)=C1S(=O)(=O)OCCOS1(=O)=O	1%[11.4 µM]	0%[11.4 µM]	nt	nt
CCOc1cc(CN2CCCCC2)ccc1OC	2%	5%	-28	7
Cc1cc(C)c(S(=O)(=O)Nc2c(C)[nH]c(=O)[nH]c2=O)c(C)c1	-7%	-8%	?	3
Cc1cc(NS(=O)(=O)c2ccc(NC(=S)NC(=O)c3ccc(Cl)cc3Cl)cc2)no1	?	?	0	1
Cc1cc2oc(=O)cc(CN3CCCCC3)c2cc1C(C)C	-2%	9%[2.29 µM]	-16	8
Cc1ccc(-n2c3c(cc(C(=O)N4CCN(C)CC4)c2=O)C(=O)CC(C)(C)C3)cc1	-4%	5%	-3	3
Cc1ccsc1/C=N\NC(=O)Cn1nnc2ccccc21	0%	nt	?	-2
CCOC(=O)CNC(=O)CSc1nnc(-c2ccc(OC)cc2)n1CC	-2%	nt	-1	9[0.0738 µM]
COC(=O)c1c(NC(=O)c2nc3nc(C)cc(C(F)F)n3n2)sc2c1CCC2	-5%	?	-5	7
(further entries)
SMILES	ALOX12 inhib	ALOX15B inhib	PNC inhibitor	IMPase inh
COc1cc(C(=O)CSc2nncn2C)cc(OC)c1OC	-5%	6%	-111*	2
CC(=O)c1ccc(NC(=O)CN2C(=O)/C(=C/C=C/c3ccccc3)SC2=S)cc1	-3%	nt	24	nt
COC(=O)c1cc2c(-c3ccccc3)cc3ccccn3c-2c1C(=O)OC	-2%	-2%	10	-13
COc1ccc(CNC(=O)c2cccc3c2C(=O)N(Cc2cccnc2)C3)cc1	2%	9%	-10	-5
COc1ccc(OC)c(NC(=O)C2CCCNC2=O)c1 (stereo not given)	-2%	4%	-5	6
O=C(Nc1nc2ccccc2s1)C1CC(=O)N(c2ccc(Br)cc2)C1 (stereo not given)	-14%	18%	13	-2
Clc1ccc(-c2nn3cnnc3s2)c(Cl)c1	-3%	-2%	-10	-11
O=C(COC(=O)c1ccc([N+](=O)[O-])s1)NCc1ccc(F)cc1	-2%	nt	-2	nt
Nc1ncnc2c1ncn2[C@@H]1O[C@@H](C(=O)NC2CC2)[C@H](O)[C@@H]1O	-2%	2%	nt	1
CC(=O)C(Sc1ccc2nnc(-c3ccc(F)cc3)n2n1)C(C)=O	-24%	-22%	17	5
Cc1cc(Cl)ccc1NC(=S)N1CCOCC1	-2%	nt	3	nt
CNC(=O)CCc1nc(-c2ccc(C(C)(C)C)cc2)no1	1%	-10%	-10	2
Cc1noc(C)c1COc1cccc(C(=O)OC(C)C(=O)Nc2ccc3c(c2)OCO3)c1 (stereo not given)	2%	-5%	-25	9
Cc1cc(C)n(-c2ccc(F)cc2)c(=O)c1C(=O)O	2%	8%	5	0
Oc1ccc(Br)cc1/C=N/n1cnc2ccccc21	1%	37%[activator]	0	-13
O=C(O)c1cc2ccc3ccccc3c2oc1=O	8%	nt	0	?
CCOc1cc(/C=N\NC(=O)Cc2ccccc2)ccc1OCC(=O)Nc1ccc(C)c(C)c1	0%	-1%	?	6
c1ccc2c(Nc3nnc(-c4ccncc4)s3)cccc2c1	-4%	-5%	-12	-7
Cc1ccc(-c2nc(C#N)c(NCCN3CCCCC3)o2)cc1	-9%	5%	11	-6
CCN(CC)CCN1C(=O)c2ccccc2NC1c1ccc(N(C)C)cc1 (stereo not given)	-1%	13%	-22	-1
Cc1ccc([N+](=O)[O-])cc1-c1ccc(/C=N/NC(=O)c2cc3c(ccc4ccccc43)o2)o1	-8%	?	49	-7
Cn1c(=O)[nH]c(=O)c2c1nc(Br)n2CCCSc1nc2ccccc2o1	-2%	8%[2.29 µM]	-9	7
O=c1ncn(-c2ccc(F)cc2)c2ncccc12	4%	-5%	-12	1
COc1ccc2oc(C(=O)OCC(=O)NC(=O)NC(C)C)c(C)c2c1	-5%	2%	-9	4
O=C(O)Cn1ncc2c1-c1ccoc1CC2	7%	5%	?	1

One compound at a time, from the list above. Order of screens: ALOX12 inhib, ALOX15B inhib, PNC inhibitor, IMPase inh
Record of Oc1ccc(Br)cc1/C=N/n1cnc2ccccc21 → 1%, 37%[activator], 0, -13
Record of Cc1noc(C)c1COc1cccc(C(=O)OC(C)C(=O)Nc2ccc3c(c2)OCO3)c1 (stereo not given) → 2%, -5%, -25, 9

Going on with the list.
SMILES	ALOX12 inhib	ALOX15B inhib	PNC inhibitor	IMPase inh
CCOC(=O)N1CCC(NC(=O)Cn2ncc3c2-c2cc(C)ccc2OC3)CC1	0%	9%	16	8
CCCCCCCC/C=C\CCCCCCCC(=O)NCCc1ccc(O)c(O)c1	-9%[0.00818 µM]	?	nt	9
COc1ccc(Nc2nc(Nc3ccc(OC)cc3)nc(SC3=NCCS3)n2)cc1	-19%	-11%	-20	5
CCOC(=O)Cn1c(Br)nc2c1c(=O)[nH]c(=O)n2C	1%	1%	52	-1
CC1=CC2=NC(=O)/C(=C\c3cc(C)n(-c4ccccc4)c3C)C(=N)N2O1	-4%	nt	-11	nt
COC(=O)Cn1c(=NC(=O)c2cc(OC)c(OC)c(OC)c2)sc2cc(OC)ccc21	-1%	nt	-2	nt
CCC(C)[C@H](NC(=O)NCc1cccs1)C(=O)OC (stereo not given in full)	1%	-3%	-15	11
O=[N+]([O-])c1ccc(N=Nc2ccc(O)cc2O)cc1	-13%	?	4	5
N=C(N)c1ccc(N)cc1	3%	-4%	nt	2
COc1ccc(NC(=O)C2CCN(c3nc(C)nc4c3CCC4)CC2)cc1	-4%	2%	?	14
Cc1cccc2nc(CSc3nncn3-c3ccccc3)cn12	-4%	6%	22	5

Given with values under each structure: 2 of the compounds above
Screens in order: ALOX12 inhib	ALOX15B inhib	PNC inhibitor	IMPase inh
O=[N+]([O-])c1ccc(N=Nc2ccc(O)cc2O)cc1
  -13%	?	4	5
Cc1cccc2nc(CSc3nncn3-c3ccccc3)cn12
  -4%	6%	22	5

Retrieved by compound from the list above (two):
SMILES	ALOX12 inhib	ALOX15B inhib	PNC inhibitor	IMPase inh
N=C(N)c1ccc(N)cc1	3%	-4%	nt	2
Cc1cccc2nc(CSc3nncn3-c3ccccc3)cn12	-4%	6%	22	5

Some of the compounds tested; rates above refer to the full screens.
